Bcl-xL primary: inhibitors of human Bcl-xL, primary screen, biochemical, fluorescence polarization, HTS; hit rate 0.7% among 320,000; inhibition, % at 10.9 µM; GST-Bcl-xL / FITC-Bim BH3 peptide fluorescence polarization;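 active = inhibition above the mean of all tested compounds plus 3 SD, cutoff set per campaign, cut at about 30% in these data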;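 note: 0% = DMSO wells and 100% = unlabeled Bim-BH3 peptide competitor; inhibitors lower millipolarization by displacing the labeled peptide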
TPT1 inhibitor: Candida albicans TPT1 enzyme inhibitors, primary screen, biochemical, fluorescence polarization; hit rate 0.81% among 300,000; AID 1962, 2009; inhibition, % at 5 µM; recombinant caTPT1, FP RNA substrate dephosphorylation; tRNA 2'-phosphotransferase TPT1 (Candida albicans SC5314);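 active = inhibition above the mean of all tested compounds plus 3 SD, set per screening campaign, cut at about 24% in these data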;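 note: plate controls were DMSO alone for no effect and ferristatin control at 100 nM for full effect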
MEX-5 binding: MEX-5 zinc finger RNA-binding disruptors – biochemical, C. elegans, fluorescence polarization, MLPCN library, primary screen; MEX-5/FITC-TCR2 RNA binding; active compounds read low; activity score (negative = inhibition of binding), % at 10 µM; hit rate 0.38% among 300,000;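 active = inhibition past about -25% in most replicates, and total fluorescence under double the plate's negative control median, limit read from the data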;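 note: 0% = DMSO and -100% = 5 µM competing unlabeled TCR2 RNA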
PAD4 FP inh: human PAD4 inhibitors, primary screen, biochemical, fluorescence polarization, 1536-well format | Protein-arginine deiminase type-4 (Homo sapiens), Q9UM07 | inhibition, % at 6.36 µM | recombinant PAD4, RCA probe fluorescence polarization | hit rate 0.41% among 330,000;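 active = percent inhibition above a cutoff equal to the mean of all tested compounds plus 3 SD, cut at about 15% in these data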;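 note: 0% = PAD4 with RCA probe and DMSO and 100% = probe without PAD4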
Target sequence (Q9UM07 whole entry, looked up): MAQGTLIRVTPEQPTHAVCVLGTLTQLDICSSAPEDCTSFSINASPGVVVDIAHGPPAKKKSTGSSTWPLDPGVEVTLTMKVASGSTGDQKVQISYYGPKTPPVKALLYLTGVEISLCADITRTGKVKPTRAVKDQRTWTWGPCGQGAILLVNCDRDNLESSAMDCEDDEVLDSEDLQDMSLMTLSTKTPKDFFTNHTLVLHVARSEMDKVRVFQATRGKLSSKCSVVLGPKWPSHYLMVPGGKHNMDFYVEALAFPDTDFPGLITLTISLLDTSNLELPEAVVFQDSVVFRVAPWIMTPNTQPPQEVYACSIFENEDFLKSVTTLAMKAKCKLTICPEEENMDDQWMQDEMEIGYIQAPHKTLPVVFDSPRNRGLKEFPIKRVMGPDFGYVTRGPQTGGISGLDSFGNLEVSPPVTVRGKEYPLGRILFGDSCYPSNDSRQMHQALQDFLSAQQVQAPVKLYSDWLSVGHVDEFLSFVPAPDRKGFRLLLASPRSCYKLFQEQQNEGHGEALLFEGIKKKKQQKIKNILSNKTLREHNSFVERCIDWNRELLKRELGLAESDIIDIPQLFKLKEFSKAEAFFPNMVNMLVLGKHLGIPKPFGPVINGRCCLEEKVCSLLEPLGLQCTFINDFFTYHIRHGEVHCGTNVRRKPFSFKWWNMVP
PME-1 primary: PME-1 inhibitors via competitive probe labeling, primary screen, biochemical, fluorescence polarization, FP-Rh probe, HTS | Protein phosphatase methylesterase 1 (Homo sapiens), Q9Y570 | recombinant PME-1 | inhibition, % at 5.9 µM | hit rate 0.53% among 320,000 | AID 2130, 2009;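 active = inhibition above the campaign mean of all compounds plus 3 SD, cut at about 26% in these data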;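 note: competitive labeling of PME-1 active site by serine hydrolase directed probe; 0% = PME-1 with DMSO and 100% = wells lacking PME-1 enzyme; inhibitors block probe labeling so polarization falls and inhibition rises; many of its hits are not listed in these tables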
Target sequence (Q9Y570 whole entry, looked up): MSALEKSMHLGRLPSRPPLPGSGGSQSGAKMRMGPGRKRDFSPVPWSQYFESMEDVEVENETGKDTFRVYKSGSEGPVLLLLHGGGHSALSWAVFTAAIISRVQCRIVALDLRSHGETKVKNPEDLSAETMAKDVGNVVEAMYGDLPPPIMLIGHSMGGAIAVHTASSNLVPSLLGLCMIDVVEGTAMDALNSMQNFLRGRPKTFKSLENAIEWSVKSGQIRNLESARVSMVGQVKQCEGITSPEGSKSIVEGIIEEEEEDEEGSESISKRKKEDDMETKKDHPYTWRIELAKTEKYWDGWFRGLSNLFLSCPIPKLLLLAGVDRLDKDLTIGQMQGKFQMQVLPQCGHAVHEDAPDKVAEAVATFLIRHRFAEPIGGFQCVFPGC
GSTO1 counter: inhibitors of recombinant GSTO1, primary screen, counter-screen for RBBP9 inhibitor project, biochemical, fluorescence polarization; Glutathione S-transferase omega-1 (Homo sapiens), P78417; activity-based probe fluorescence polarization; inhibition, % at 5.96 µM; AID 1974, 2009; hit rate 1.1% among 300,000;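 active = inhibition above the campaign mean inhibition plus 3 SD, cut at about 35% in these data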;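 note: 0% = GSTO1-1 with DMSO and 100% = wells lacking GSTO1-1 enzyme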
Fam108B counter: mouse Fam108B serine hydrolase inhibitors, primary screen, counter-screen for RBBP9 inhibitor project, biochemical, fluorescence polarization | recombinant Fam108B, FP-Rh probe fluorescence polarization | inhibition, % at 9.51 µM | hit rate 0.33% among 300,000 | AID 1947, 2009;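 active = inhibition above the screen mean inhibition plus 3 SD, computed separately per campaign, cut at about 18% in these data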;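 note: inhibitors lower polarization as less probe binds the enzyme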
MCL1-BIM inh: inhibitors of MCL1 binding to BIM-BH3, primary screen, biochemical, fluorescence polarization. inhibition, % at 10.9 µM. GST-MCL1 / FITC-Bim-BH3 fluorescence polarization. Induced myeloid leukemia cell differentiation protein Mcl-1 (Homo sapiens), Q07820. AID 2057, 2009. hit rate 0.68% among 320,000;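 active = inhibition above the mean inhibition of all tested compounds plus 3 SD, set per campaign, cut at about 40% in these data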;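 note: 0% = DMSO wells and 100% = unlabeled Bim-BH3 peptide control; higher means more loss of mP so more displacement of Bim peptide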
GLD-1 TGE inh: GLD-1/TGE RNA complex disruptors, primary screen, biochemical, fluorescence polarization. Female germline-specific tumor suppressor gld-1 (Caenorhabditis elegans), Q17339. hit rate 0.44% among 320,000. inhibition, % at 5.96 µM. purified GLD-1 + fluorescein TGE RNA. AID 2280, 2010;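 active = percent inhibition above a per-plate cutoff, the plate mean of test compounds plus 3 SD, cut at about 30% in these data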;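 note: 0% = DMSO wells with GLD-1 and probe and 100% = wells lacking GLD-1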
* = called active by the depositor; / = not tested or not shown.

SMILES	Bcl-xL primary	TPT1 inhibitor	MEX-5 binding	PAD4 FP inh	PME-1 primary	GSTO1 counter	Fam108B counter	MCL1-BIM inh	GLD-1 TGE inh
CCOc1ccc(CCNC(=O)CCC(=O)N2CCOc3ccccc32)cc1OCC	3	1	-0.2	-4	-2	-2	-4	2	5
CCN(CC(F)(F)C(F)F)S(=O)(=O)c1ccc(NC(=O)OC)cc1	-3	0	-2.1	-2	-1	-3	2	-1	-2
CC(C)c1ccc(S(=O)(=O)/N=C2\C=C(NS(=O)(=O)c3ccccc3)C(=O)c3ccccc32)cc1	8	-1	-4.0	1	-12	79*	6	11	-3
O=C1CSC(c2ccccc2Br)N1c1ccc(Cl)cn1 (configuration not stated)	6	1	2.3	1	4	-5	3	5	4
CCC(C(=O)Nc1ccncc1)c1ccccc1 (configuration not stated)	4	1	0.7	2	3	-1	1	7	-2
CC(C)(C)c1nc2scc(-c3ccc(Cl)cc3)c2c(=O)o1	-7	3	-0.8	4	-4	4	21*	-8	6
O=C(C1CCC1)N1CCc2cc(S(=O)(=O)NC3CCCc4ccccc43)ccc21 (configuration not stated)	5	-6	-1.0	4	1	-5	1	-3	10
Nc1nc(Nc2ccccc2F)nc(N2CCCC2)c1[N+](=O)[O-]	4	-4	-0.3	-2	-3	1	2	-6	10
OCCN1CCN(C(=S)c2ccc(Cl)c(Cl)c2)CC1	6	-3	-0.2	3	-4	3	3	5	-2
Cc1cc(C)nc(SCCN2CCCCC2)n1	5	-4	0.3	2	2	-2	1	3	2
COc1ccc(Nc2nc(C(=O)NCc3ccco3)cs2)cc1	5	3	-1.4	-4	8	-12	4	-5	-3
CC(Nc1cccc(F)c1)C(=O)Nc1ccc(S(N)(=O)=O)cc1 (configuration not stated)	-2	-2	0.2	-8	-1	1	-1	-4	2
O=C(O)C(CCCCN1C(=O)c2ccccc2C1=O)N1C(=O)c2ccccc2C1=O (configuration not stated)	-7	1	1.8	0	-4	-2	-2	-8	-6
COc1ccc(OC)c(NC(=O)CCN2CCN(Cc3ccccc3)CC2)c1	7	-1	0.0	-1	2	-3	2	8	10
COc1ccc(CCNc2nc(C)cc(=O)[nH]2)cc1OC	-1	3	-1.7	5	-8	-7	-2	-6	6
Cn1c(NC(=O)c2ccc(S(=O)(=O)N3CCCCC3)cc2)cc(=O)n(C)c1=O	4	1	-5.0	1	5	4	-4	-6	0
Cc1ccsc1/C=C1/SC(N2CCOCC2)=NC1=O	-2	5	-1.4	2	0	4	0	5	0
O=C(NCc1ccccn1)C1CCC(=O)N(Cc2ccc(Cl)cc2)C1 (configuration not stated)	5	-2	0.7	3	-1	0	-2	8	-4
CC(C)c1nnc(NC(=O)c2nc(S(=O)(=O)Cc3ccccc3)ncc2Cl)s1	9	-1	-0.3	0	-6	0	1	3	5
O=C(CC(c1cccs1)S(=O)(=O)c1ccccc1)c1ccc(F)cc1 (configuration not stated)	6	1	-1.2	0	3	0	1	2	2
CC1CCCN(S(=O)(=O)c2cccc([N+](=O)[O-])c2)C1 (configuration not stated)	-2	-1	2.8	-2	4	4	-3	-4	2
CC1CN(CCC(=O)Nc2ccccc2F)CC(C)O1 (configuration not stated)	6	-2	-1.0	0	-2	-1	1	1	-7
CS(=O)(=O)N1CCc2cc(C(=O)Nc3ccc(Br)cc3)ccc21	1	2	4.7	-2	0	0	2	-2	5
CCn1cc2nc(SCC(=O)Nc3ccc(F)cc3F)n(Cc3ccccc3)c(=O)c2n1	10	2	1.9	-1	-6	-5	-4	9	3
Cc1ccc(NC(=O)CSc2nc3[nH]ncc3c(=O)[nH]2)c(C)c1	7	-3	-1.1	-1	1	6	0	15	-4
O=C(c1ccc(CSc2ccc(Cl)cc2)cc1)N1CCOCC1	1	-1	-4.1	-1	-1	0	1	1	4
Cc1cc(NCCCN(C)C)n2c(nc3ccccc32)c1C#N	6	3	0.1	-7	-4	2	-2	-5	-1
O=C(COc1ccc(-c2ccccc2)cc1)N/N=C/c1cccnc1	4	1	-1.5	2	-9	4	1	2	8
CCOc1cc(C=O)ccc1OCCn1c([N+](=O)[O-])cnc1C	2	-3	-2.7	-6	2	8	9	-2	2
CC1CCCCN1C(=O)CCc1nnc(Cc2c[nH]c3ccccc23)o1 (configuration not stated)	0	-3	-0.9	6	-1	10	0	1	0
CCCCOC(=O)c1ccccc1N1C(=O)C2C3CCC(C3)C2C1=O (configuration not stated)	4	-2	-4.2	4	4	5	-1	-3	1
CCOc1ccc(OCC(=O)Nc2nccs2)cc1	1	2	-0.5	-1	-11	-2	6	4	-11
COC(CCN(C)C)(c1ccccc1)c1ccccc1	-7	1	0.4	-6	-1	-1	-6	-8	6
Cc1cc(CNC(=O)CC2C(=O)NCCN2Cc2ccc(-c3ccccc3)cc2)nn1C (configuration not stated)	11	0	-2.3	-2	-2	6	2	5	6
Cc1ccc[n+](-c2nc([O-])sc2/C=N/Nc2ccc([N+](=O)[O-])cc2)c1	42*	-15	-12	2	-7	-1	7	40*	39*
COc1ccccc1OCCNC(=O)CN1C(=O)NC2(CCCCC2)C1=O	4	/	/	-1	-6	/	/	4	5
CC(NC(=O)c1ccc(Br)o1)C1CC2CCC1C2 (configuration not stated)	3	1	3.1	-1	0	-1	3	0	8
COc1ccc(/C=N/NS(=O)(=O)c2ccc(C)cc2)cc1OC(=O)c1ccc(C)cc1	6	-7	0.5	-6	-20	-7	-6	2	1
CCn1c(SCC(=O)Nc2ccccc2C)nc2nc3c(cc2c1=O)COC(C)(C)C3	2	0	2.2	-2	3	16	1	5	2
Cc1cccc(NC2=CC(=O)CC(C)(C)C2)c1C	3	0	0.5	0	-3	0	-1	-3	-9
Cc1ccc2[nH]c3c(NCc4ccco4)ncnc3c2c1	4	0	1.2	3	12	3	9	3	9
O=C(Nc1nc(-c2ccc(F)cc2)cs1)C1CCCO1 (configuration not stated)	11	0	0.7	3	1	3	-2	3	-7
Cn1ccsc1=NC(=O)c1ccccc1OC(F)F	-13	3	1.1	2	3	-3	2	-20	-13
COc1ccc(C2=NOC(C(=O)Nc3cc(Br)ccc3O)C2)cc1OC (configuration not stated)	0	-1	/	-3	-19	4	-1	2	3
O=C(Nc1ccon1)c1csc2ccccc12	1	-4	2.6	-4	-2	4	3	3	4
CN1CCN(C(=O)c2ccc(CS(=O)(=O)c3c(Cl)cccc3Cl)o2)CC1	4	-2	-3.9	-2	1	-1	1	5	7
Cc1ccc(S(=O)(=O)N2CCC(N3CCCCCC3)CC2)cc1	5	-1	-2.4	2	-5	-1	2	4	2
Cn1c(SCC(=O)NCc2ccccc2)nc2ccccc21	-1	-1	-0.3	3	5	-2	-1	0	0
O=C(CSc1n[nH]c(-c2cccs2)n1)N1CCCc2ccccc21	0	-1	1.5	0	-4	2	5	4	0
CCN(CC(=O)Nc1cc(Cl)ccc1C)c1ncnc2sc(C)c(C)c12	1	1	1.5	0	10	-9	-2	-3	9
NC(=O)CSc1nc2c(sc3ccccc32)c(=O)n1CCCC(=O)NCC1CCCO1 (configuration not stated)	2	-2	0.1	-5	3	-14	0	7	0
Cn1cc(C2CC(c3ccccc3)=NN2C(=O)c2ccccc2)c2ccccc21 (configuration not stated)	0	-4	0.5	7	-11	-6	0	-6	3
CCOC(=O)c1ccc(NCc2nc3ccccc3[nH]2)cc1	0	-3	-2.3	0	3	5	-1	10	3
Cn1c(CNC(=O)Nc2ccccc2Cl)nnc1SCc1ccccc1	8	2	-1.9	3	-3	-1	-2	5	5
Nc1ccccc1Sc1ccc(C(=O)c2ccccc2C(=O)O)cc1[N+](=O)[O-]	26	0	-9.1	10	3	7	3	38	-3
COc1cc(O)c(C(CCN2CCOCC2)c2ccc3c(c2)OCO3)c(OC)c1 (configuration not stated)	3	1	-3.6	0	5	-1	-2	2	0
COc1ccc(NC(=O)C2CCC(=O)N2C(=O)OCc2ccccc2)cc1 (configuration not stated)	3	-2	3.8	-1	-5	-4	1	6	-2
Cc1cc(C)cc(C(=O)N/N=C/c2ccoc2)c1	5	-1	0.5	-4	1	-6	3	1	-3
CCC1=Nc2cc(C(=O)NCC3CCCO3)ccc2Sc2ccc(Br)cc21 (configuration not stated)	-4	0	-0.1	-3	-15	-7	-6	2	-3
CCCCN1CCCCC1C(=O)Nc1c(C)cccc1C (configuration not stated)	0	-1	/	-1	4	4	-3	-3	2
More structures follow:
SMILES	Bcl-xL primary	TPT1 inhibitor	MEX-5 binding	PAD4 FP inh	PME-1 primary	GSTO1 counter	Fam108B counter	MCL1-BIM inh	GLD-1 TGE inh
COc1cccc(C=Nc2ccc3c(c2)CCC3)c1O	4	-5	0.2	1	5	4	5	10	3
O=C1C2C3C=CC(CC3)C2C(=O)N1c1cccc(C(F)(F)F)c1 (configuration not stated)	6	-1	2.6	-3	-4	5	-6	-1	2
Cc1c(OCC(=O)NC(Cc2ccc(Cl)cc2)C(=O)O)ccc2c3c(c(=O)oc12)CCC3 (configuration not stated)	1	3	-1.0	0	0	-6	-5	3	4
O=C(Nc1nc2ccccc2n1CCN1CCOCC1)c1ccccc1	-1	1	3.5	-3	0	7	6	5	-3
O=C(CN1CCc2ccccc21)NC(=O)NC1CCCCC1	0	-2	1.7	2	0	4	1	-10	9
COc1ccc(NS(=O)(=O)c2ccc(N3CCOCC3)c(NC(=O)c3cccc(F)c3)c2)cc1	-1	-1	1.2	-1	-7	1	-1	-1	2
C=CCN1c2ccccc2[C@]23C[C@@H](C(=O)OC)N(C(=O)NC4CCCC4)C2=NC(C(=O)OC)=C(C(=O)OC)[C@H]13	0	-1	2.1	-1	3	4	-1	2	-1
CC(Sc1nc2c(c(=O)[nH]1)CCCC2)C(=O)Nc1ccccc1C#N (configuration not stated)	4	1	1.2	1	-5	3	-1	5	5
CSc1cccc(CN2CCCC(CO)(Cc3cccc(Cl)c3)C2)c1 (configuration not stated)	0	9	8.6	-7	-5	-4	0	-1	-2
Cc1cc(NC(=O)c2ccc(Br)c(S(=O)(=O)N3CCCC3)c2)no1	3	-3	0.2	5	-1	6	2	8	3
COCCCNCCCCSc1ccc(Cl)cc1	4	-3	1.2	3	9	-2	11	8	-14
CC(C)(C)OC(=O)N[C@@H](Cc1ccccc1)C(=O)N1CCC(C(=O)N[C@@H](Cc2c[nH]c3ccccc23)C(=O)O)CC1	0	0	0.7	-2	-3	-1	-5	-6	-10
COc1ccc(NC(C)=[N+](C)CCNS(=O)(=O)c2ccc(Cl)cc2)cc1Cl	-7	-1	4.9	-5	1	2	4	-4	-2
CC(C)c1ccc(CCNC(=O)CSC(=S)N2CCCC2)cc1	7	-2	-0.8	3	4	-5	2	14	-1

Compound activity (PubChem)

Only part of the results is shown. The share of hits here may be higher or lower than overall.
